GAA inhib = blocks human lysosomal alpha-glucosidase; 0.005% of 200,000 active; purified human GAA, 4-MU-alpha-glucoside fluorescence; Potency, µM (titrated, usually from 76.9 µM), without a hit: at the highest dose activity change, negative = inhibition, most hits filed as inhibitors;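 further: potency means the concentration at half of the fitted maximal effect; plate controls were uninhibited enzyme wells for no effect and no-enzyme background for full effect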
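AC50 values come from Hill fits of compound titrations (up to 77 uM) against 4 nM human enzyme. Substrate 4-methylumbelliferyl-alpha-D-pyranoside at 400 uM, pH 5.0 citrate buffer, 20 min room temperature; fluorescence Ex 365/Em 440 after alkaline stop.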
HttQ103 aggreg = inhibitors of mutant huntingtin aggregate formation in PC12 cells; PC12 HttQ103-GFP aggregates, Acumen cytometry, 40 h; Potency, µM (doses to about 46.1 µM), without a hit: at the top dose activity change, negative = inhibition, usual class: inhibitors; 1.1% of 220,000 active; AID 1688; further: potency means the concentration at half of the fitted maximal effect; on the % scale 0 is the no-effect control and ±100 the full control effect; nearly all actives have a fitted effect of over 60% in size
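Using laser scanning cytometry, GFP-positive aggregates were counted after lysis of PC12 cells induced with 100 nM tebufenozide to express HTT exon 1 Q103–GFP. Compounds were tested in titration.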
GAA glycogen mod = alters human alpha-glucosidase cleavage of glycogen. P10253. recombinant GAA, glycogen substrate, Amplex Red glucose oxidase fluorescence. Potency, µM (doses to about 76.4 µM), inactives show top-dose activity change, negative = inhibition, usual class: inhibitors. 0.38% of 300,000 active;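 further: potency means the concentration at half of the fitted maximal effect; 0% = full enzyme reaction and -100% = no-enzyme basal signal; the screen sought inhibitors and activators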
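Recombinant human enzyme (4 nM); glycogen substrate; 37 C, 40 min, pH 5.0. Readout: coupled glucose oxidase/Amplex Red fluorescence.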
Lamin A splicing = changes lamin A minigene splicing in HeLa cells; HeLa LMNA splicing GFP/RFP minigene ratio, 48 h; Potency, µM (titrated, usually from 46.1 µM), inactives show top-dose ratio change, negative = inhibition, most hits filed as inhibitors; 0.01% of 200,000 active; active means well fitted inhibition curve with a large enough effect in the signal ratio, with a control signal flat, not every such curve was filed as active; inconclusive means small, poorly fitted or top-dose-only effect, or effect the other way, or a change in a side signal; the % refers to the signal ratio; further: potency means the concentration at half of the fitted maximal effect; on the % scale 0 is the no-effect control and ±100 the full control effect
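Read-out is the ratio of GFP to DsRed2 object intensity, acquired by 488 nm laser-scanning cytometry on HeLa lamin A-EGFP minigene reporter cells. Compound incubation 48 hrs at 37 °C in Opti-MEM with 2% FBS; DMSO 0.5% final.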
CBFb-RUNX1 inh = CBF-beta/RUNX1 interaction disruption. 230,000 tested, under 10 active. Q01196+Q13951. Potency, µM (series often up to 59.8 µM), for inactives: at the top dose activity, negative = inhibition, most hits filed as inhibitors. AID 1477. AlphaScreen CBFb-His/RUNX1-biotin binding, biochemical; further: % of control where 0% means no effect
Target sequence (Q01196 whole entry, looked up): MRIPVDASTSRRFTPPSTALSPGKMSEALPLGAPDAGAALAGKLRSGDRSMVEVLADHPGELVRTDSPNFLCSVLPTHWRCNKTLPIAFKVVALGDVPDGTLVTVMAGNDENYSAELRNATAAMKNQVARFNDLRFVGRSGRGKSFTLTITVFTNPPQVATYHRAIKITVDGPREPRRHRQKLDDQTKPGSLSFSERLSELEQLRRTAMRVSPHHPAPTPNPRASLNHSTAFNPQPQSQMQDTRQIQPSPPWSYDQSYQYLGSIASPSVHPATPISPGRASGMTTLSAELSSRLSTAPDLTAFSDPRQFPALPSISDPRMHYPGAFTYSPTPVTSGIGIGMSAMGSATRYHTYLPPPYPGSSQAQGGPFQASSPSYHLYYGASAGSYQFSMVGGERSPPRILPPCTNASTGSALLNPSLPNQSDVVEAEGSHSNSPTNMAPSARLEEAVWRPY
Target sequence (Q13951 whole entry, looked up): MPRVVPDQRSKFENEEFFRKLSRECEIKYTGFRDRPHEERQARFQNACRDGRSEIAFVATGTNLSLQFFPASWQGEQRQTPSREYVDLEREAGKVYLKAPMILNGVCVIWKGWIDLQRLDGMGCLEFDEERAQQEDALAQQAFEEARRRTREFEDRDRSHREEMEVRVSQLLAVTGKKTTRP
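CBF-beta (His) and RUNX1 (biotin), 30 nM each; 20 min preassociation; + compound, 15 min; + beads 50 ng each (Ni, streptavidin), 90 min; RT; AlphaScreen read.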
aGlu spleen mod = lysosomal alpha-glucosidase (human) modulation; human spleen homogenate, 4-MU-alpha-glucoside fluorescence; AID 2112; Potency, µM (highest dose often 79.9 µM), for inactives: at the highest dose activity change, negative = inhibition, usual class: inhibitors; 0.006% of 240,000 active;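 further: potency means the concentration at half of the fitted maximal effect; 0% = enzyme with vehicle and -100% = no enzyme basal signal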
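Compounds were titrated against alpha-glucosidase in spleen homogenate at pH 5.0, with 1 mM 4-methylumbelliferyl substrate for 40 min at 37 C. Reactions were quenched with pH 10 NaOH/glycine and fluorescence measured.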
HTT ATP protect = Huntington cell model cytoprotection by ATP luminescence; PC12 HTT-Q103 induced, cytoprotection, ATP luminescence, 40 h; Potency, µM (doses to about 56.4 µM), for the others: cytoprotection (ATP increase), actives largely listed as activators; 0.14% of 230,000 active; AID 1471;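 further: potency means the concentration at half of the fitted maximal effect; % of control where 0% means no effect; nearly all actives have a fitted effect of over 45% in size; toxic huntingtin expression switched on by the ecdysone agonist tebufenozide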
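Huntington model: PC12 line, ecdysone-inducible HTTQ103 exon1–GFP, tebufenozide 100 nM. Test articles in a dose series. Endpoint luminescence from cellular ATP.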
Numbers without * were called inactive; ? = inconclusive; . = not tested or not shown; & = joins results of further samples; [ ] = dose if it differs, or a comment. Unless noted, the call rests on the fitted dose curve; in most records, active means well fitted curve in the direction sought with a large enough effect; inconclusive means small, poorly fitted or top-dose-only effect, or another doubt; inactive means no such curve, though single readings can be large; an effect the other way counts as inactive or inconclusive. Compounds as they come; any-hit rate near 1.5%.

SMILES	GAA inhib	HttQ103 aggreg	GAA glycogen mod	Lamin A splicing	CBFb-RUNX1 inh	aGlu spleen mod	HTT ATP protect
Nc1c(C(=O)Nn2cnnc2)cc([N+](=O)[O-])cc1[N+](=O)[O-]	3%	6%	18%	-6%	-7%	-14%	-3%[10 µM]
CC(C)COC(=O)NCC12C=CC(O1)C1C(=O)N(c3ccc(Cl)cc3)C(=O)C12 (stereo not drawn)	4%	-14%	9%	5%	18%	-1%	0%
CCOc1ccccc1NC(=O)c1nc(-c2ccccc2)oc1C	0%	2%	-3%	.	8%	-5%	-43%[inhibitor]
CCCN1CCN(CCCNC(=S)Nc2ccc(F)cc2)CC1	-2%	0%	-7%	.	4%	-3%	-15%
O=S(=O)(Nc1cccc(S(=O)(=O)N2CCCCCC2)c1)c1ccccc1	-7%	10%[9.22 µM]	4%	.	12%	3%	6%[10 µM]
Cc1ccc(/C=N/n2c(-c3ccco3)n[nH]c2=S)s1	-2%	6%	4%	-12%	-1%	-11%	3%[10 µM]
CCO/C(C)=C1\C(=O)N(CC)c2ccccc21	-7%	-18%	-19%	4%	2%	1%	12%
COC(=O)C1CSC(C(=O)OC)N1C(=O)CN1CC(C)OC(C)C1 (stereo not drawn)	0%	-22%	-7%	-10%	1%	-14%	-8%[10 µM]
CCCC(=O)Nc1ccc2c(c1)c1ccccc1n2CC	5%	11%	13%	?	4%	-1%	-4%[10 µM]
Cc1cc(C(=O)COC(=O)C2=COCCO2)c(C)n1-c1ccc2c(c1)OCO2	-1%	0%	-12%	14%	-2%	-1%	-7%[10 µM]
CC1=Nc2ccccc2/C1=C/c1sc(=N)n(-c2nccs2)c1O	-6%	?	6%	?	-29%	-17%	-66%[inhibitor]
COCCCn1c(-c2ccc(Cl)cc2)n[nH]c1=S	-2%	-11%	11%	4%	-10%	3%	-6%[10 µM]
OCCN1CCN(c2ncnc3sc(-c4ccccc4)cc23)CC1	9%	1%	-9%	?	-4%	-5%	5%[10 µM]
O=C(C1CCCN(S(=O)(=O)Cc2ccccc2)C1)N1CCCCC1 (stereo not drawn)	-3%	-28%	2%	1%	2%	7%	-2%
Cn1c(CN2CCCC2)nc2cc(NC(=O)COc3ccc([N+](=O)[O-])cc3)ccc21	-9%	17%	5%	-5%	4%	1%	.
O=C1CC(N2CCN(Cc3ccc(Cl)cc3)CC2)C(=O)N1CCc1ccccc1 (stereo not drawn)	.	20%[9.22 µM]	0%	.	9%	-3%	12%[10 µM]
COC(=O)CCC(=O)Nc1sc(C)c(C)c1C(N)=O	-3%	-1%	1%	2%	-3%	-9%	11%
CCC(C)(C)NC(=O)C(c1cccs1)N(C(=O)c1ccn[nH]1)c1ccccc1 (stereo not drawn)	11%	.	2%	.	-2%	-17%	.
Clc1ccc(CSc2nnc(-c3sccc3-n3cccc3)o2)cc1	1%	-26%	-3%	5%	15%	-11%	8%
Cc1nn(CC(=O)NCc2ccc(OC(C)C)cc2)c(=O)c2cc3occc3n12	2%	4%	6%	-12%	3%	-2%	-17%

Profiles from above.
`Cc1nn(CC(=O)NCc2ccc(OC(C)C)cc2)c(=O)c2cc3occc3n12` is listed as GAA inhib = 2%; HttQ103 aggreg = 4%; GAA glycogen mod = 6%; Lamin A splicing = -12%; CBFb-RUNX1 inh = 3%; aGlu spleen mod = -2%; HTT ATP protect = -17%
`Clc1ccc(CSc2nnc(-c3sccc3-n3cccc3)o2)cc1` is listed as GAA inhib = 1%; HttQ103 aggreg = -26%; GAA glycogen mod = -3%; Lamin A splicing = 5%; CBFb-RUNX1 inh = 15%; aGlu spleen mod = -11%; HTT ATP protect = 8%

(continued)
SMILES	GAA inhib	HttQ103 aggreg	GAA glycogen mod	Lamin A splicing	CBFb-RUNX1 inh	aGlu spleen mod	HTT ATP protect
CC(=O)Nc1ccc(S(=O)(=O)N2CCN(C(=O)c3cccnc3)CC2)cc1	-1%	4%	-4%	16%	3%	-8%	15%
CCOC(=O)c1c(NC(=O)Nc2ccc(C)cc2)sc2c1CCN(C)C2	6%[15.4 µM]	-3%[9.22 µM]	?	.	3%	2%	4%[10 µM]
O=C(CSc1nnc(-c2ccccc2)n1Cc1ccco1)Nc1ccc(S(=O)(=O)N2CCCC2)cc1	?	?	-13%	12%	-13%	-17%	-30%
COc1ccc(N(C)C(=O)CCS(=O)(=O)c2cccc3nonc23)cc1	-4%	10%	15%	5%	-2%	2%	-10%
C=CCNC(=S)/C(=C(/[O-])c1ccccc1Br)[n+]1ccccc1	-5%	22%	2%	?	-2%	-4%	-11%[10 µM]
Cc1cc(C)n(-c2cccc(F)n2)n1	8%	14%	-11%	-5%[9.22 µM]	4%	3%	-23%
CCOC(=O)C1=C(C)NC(=O)NC1c1ccc([N+](=O)[O-])o1 (stereo not drawn)	.	-22%[9.22 µM]	3%	.	0%	-2%	-11%[10 µM]
COC(=O)[C@@]1(Cc2ccc(OC)cc2)[C@H]2c3cc(C(=O)N(C)C)n(Cc4cccc5ccccc45)c3C[C@H]2CN1C(=O)c1ccccc1	.	.	.	.	-24%	2%	-41%[inhibitor]
O=C(/C=C/c1ccccc1)Nn1c(-c2cccs2)nc2ccccc2c1=O	-6%	17%	3%	?	-6%	7%	31%[10 µM]
Nc1ccn([C@@H]2O[C@H](CO)[C@@H](O)[C@@H]2O)c(=O)n1	6%[15.4 µM]	13%	-6%	?	2%&15%	2%&-18%	.
O=C(N/N=C/c1ccc(OCc2ccccc2)cc1)c1cc[n+](Cc2ccccc2)cc1	-7%	-8%	-7%	-12%	?	-12%	14%[10 µM]
COc1cc(NC(=S)Nc2cccc(Cl)c2Cl)c(OC)cc1Cl	1%	26%	-12%	2%	1%	-2%	-12%
COc1cc(O)c(C(=O)/C=C/c2ccccc2)c(OC)c1	.	-6%[9.22 µM]	1%	.	-12%&3%	8%&2%	1%
O=S(=O)(c1ccc(S(=O)(=O)N2CCN(C3CCCCC3)CC2)cc1)N1CCCCCC1	-5%	1%	3%	7%	0%	4%	-23%
CC(C)CCC(C(=O)O)C(C)CC(=O)NNC(=O)c1ccco1 (stereo not drawn)	14%	8%&-7%[9.22 µM]	-10%&10%	5%[46 µM]	10%&1%	-4%&-2%	6%&31%[10 µM]
Cc1ccc(Cl)cc1NC(=O)CCC(=O)Nc1cc(Cl)ccc1C	5%	29%	-4%	-3%	12%	5%	6%[10 µM]
Cc1ccc(S(=O)(=O)N2CCN(S(=O)(=O)N3CCCCC3)CC2)c(C)c1	-6%	1%	-10%	-13%	3%	-10%	-6%[0.074 µM]
O=C(CN1C(=O)/C(=C\c2cccc(F)c2)Oc2ccccc21)N1CCN(c2ccccn2)CC1	?	?	10%	-8%	7%	-4%	3%[10 µM]
COC(=O)c1ccccc1NC(=O)NC1CCC(C)CC1 (stereo not drawn)	-10%	18%[9.22 µM]	0%	-9%[46 µM]	-1%	-4%	-2%[10 µM]
O=C(NCc1nnc(SCC(=O)N2CCCc3ccccc32)n1-c1ccccc1)c1cccc2ccccc12	-2%	-2%	-4%	-8%	9%	2%	?
CCC(=O)Nc1ccnc(-c2cccnc2)n1	-1%	6%	1%	7%	-3%	-14%	-14%
CC1S/C(=N/N=C2CCCCC2)NC1=O (stereo not drawn)	1%	-22%	?	-7%	5%	-2%	10%[10 µM]
N#CC1=C(N)Oc2n[nH]c(-c3ccc(F)cc3)c2C1c1ccncc1 (stereo not drawn)	-11%	-14%	2%	-1%	1%	5%	?
O=C(Nc1ccc2nc(-c3ccc4nc[nH]c4c3)[nH]c2c1)c1cccs1	4%	11%	-6%	-7%	30%	-10%	0%[10 µM]
COc1nnc(-c2ccc(N3CCCCC3)c(NC(C)=O)c2)c2ccccc12	3%	-21%	-10%	5%	-4%	-5%	-15%
CN1CCN(CC#CCC(O)(c2ccccc2)c2ccccc2)CC1	.	-6%[9.22 µM]	-6%	.	8%	1%	-3%[10 µM]
CCOc1ccc(Br)cc1S(=O)(=O)Nc1ccc(N2CCOCC2)cc1	0%	-25%	16%	?	-7%	-6%	9%
CCSc1nc2c(sc3ccccc32)c(=O)n1C(C)C	-23%	?	5%	-13%	0%	2%	-37%
COC(=O)CCN1CCN(S(=O)(=O)c2ccccc2Br)CC1	1%	22%	-15%	.	-1%	9%	.
O=C(NCC1CCCO1)c1cc2ccccc2[nH]1 (stereo not drawn)	-4%	-13%	3%	0%	-4%	-5%	-30%
CCCCc1nc(NCCNC(=O)c2ccco2)c(C#N)c2c1CSC(C)(C)C2	9%	4%	-7%	16%	-1%	1%	-11%
CC(Oc1ccccc1)C(=O)NN1Cc2ccccc2C1=N (stereo not drawn)	1%	16%	-2%	-22%[46 µM]	7%	-2%	9%[10 µM]
CCN(CC)C1CCN(Cc2cn[nH]c2-c2ccc(OC)c(F)c2)C1 (stereo not drawn)	-4%	-1%	10%	.	12%	-7%	-17%
CC(C)(C)c1ccc(C(=O)c2c[nH]c(C(=O)NCc3cccnc3)c2)cc1	-1%	-15%	4%	-8%	2%	-4%	7%[10 µM]
CCN(CC)CCNC(=O)c1cn(CC)c2ccc(S(=O)(=O)N(C)C)cc2c1=O	?	-9%	19%	5%	-3%	1%	2%
COCCn1c(Cc2ccccc2)nnc1SCC(=O)N1CCOCC1	4%	2%	9%	18%[46 µM]	1%	0%	-18%
O=C1C(C=NCc2ccco2)=C(O)c2ccccc21	-1%	17%	5%	9%	4%	1%	-20%
CCOC(=O)COc1ccc(S(=O)(=O)Nc2ccc(C)cc2)cc1	-1%	-20%	1%	2%	7%	-10%	-5%
CCCCOC(=O)c1cc(C)nc2ccc(Br)cc12	-1%	-15%	0%	8%	-11%	6%	17%
COCCn1c(SCC(=O)Nc2cccc(OC)c2)nc2c(oc3ccccc32)c1=O	0%	31%	19%	-2%[46 µM]	1%	-3%	-10%
Cc1cc(C)n2c(Nc3ccc4c(c3)OCCO4)c(-c3ccco3)nc2n1	-10%	28%	-3%	13%	-4%	6%	-39%[inhibitor]

2 entries picked at random from the list so far, as already listed:
SMILES	GAA inhib	HttQ103 aggreg	GAA glycogen mod	Lamin A splicing	CBFb-RUNX1 inh	aGlu spleen mod	HTT ATP protect
CCN(CC)C1CCN(Cc2cn[nH]c2-c2ccc(OC)c(F)c2)C1 (stereo not drawn)	-4%	-1%	10%	.	12%	-7%	-17%
O=C(NCC1CCCO1)c1cc2ccccc2[nH]1 (stereo not drawn)	-4%	-13%	3%	0%	-4%	-5%	-30%
